TDP-43 yeast inh: rescues yeast growth from TDP-43 toxicity; TDP-43 expressing yeast growth rescue, BacTiter-Glo, 24 h; Potency, µM (highest dose often 46.1 µM), without a hit: at the top dose growth rescue (activation), usual class: activators; 410,000 tested, 1.8% active; note: potency is the fitted concentration of half-maximal effect; % of control where 0% means no effect; nearly all actives have a fitted effect of over 50% in size
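In this qHTS, compounds that restore growth of yeast expressing TDP-43 appear as activators. Cells (OD600=0.02, galactose medium, raffinose-pregrown) are incubated with compound 24 hr at 30 deg C and growth is quantified by BacTiter-Glo.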
KB-V1 MDR tox: kills drug-selected multidrug resistant KB-V1 cells; Potency, µM (titrated, usually from 46.1 µM), without a hit: at the top dose activity change, negative = cytotoxicity, usual class: cytotoxic; KB-V1 MDR cells viability, CellTiter-Glo, 72 h; 400,000 tested, 3.4% active; note: potency is the fitted concentration of half-maximal effect; % is set by controls: 0 for no effect and ±100 for the full control effect; nearly all actives have a fitted effect of over 60% in size
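Potencies derive from concentration-effect curves fitted to normalized luminescence (CellTiter-Glo) of KB-V1 cells treated for 72 h at 37 degrees C in phenol-red-free DMEM containing 10% FBS.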
DRD3 antagonist: antagonists of human D3 dopamine receptor; P35462; D3R cells, DiscoveRx beta-arrestin luminescence, antagonist mode; stronger effect = lower value; max response, negative = inhibition, %; 360,000 tested, 2.5% active; AID 652054; in the data active = max response below about -50%; inconclusive = no clear call, values can overlap the other calls; note: % is set by controls: 0 for no effect and ±100 for the full control effect; mostly tested at two doses, the higher about 12 µM
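Cells expressing the human receptor were seeded at 1500 cells/well, incubated overnight at 37 degrees C in 5% CO2, then exposed to library compounds with dopamine controls for 90 minutes at 37 degrees C before luminescent detection.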
GLP1R ag: activates the human GLP-1 receptor. P43220. HEK293 GLP-1R CRE-luciferase, luminescence, 4-6 h; cells express a hypersensitive GLP-1R form. Potency, µM (top dose mostly 45.6 µM), without a hit: at the top dose activation, usual class: activators. 380,000 tested, 0.007% active. AID 624172; note: potency is the fitted concentration of half-maximal effect; % of control where 0% means no effect
Target sequence (P43220 whole entry, looked up): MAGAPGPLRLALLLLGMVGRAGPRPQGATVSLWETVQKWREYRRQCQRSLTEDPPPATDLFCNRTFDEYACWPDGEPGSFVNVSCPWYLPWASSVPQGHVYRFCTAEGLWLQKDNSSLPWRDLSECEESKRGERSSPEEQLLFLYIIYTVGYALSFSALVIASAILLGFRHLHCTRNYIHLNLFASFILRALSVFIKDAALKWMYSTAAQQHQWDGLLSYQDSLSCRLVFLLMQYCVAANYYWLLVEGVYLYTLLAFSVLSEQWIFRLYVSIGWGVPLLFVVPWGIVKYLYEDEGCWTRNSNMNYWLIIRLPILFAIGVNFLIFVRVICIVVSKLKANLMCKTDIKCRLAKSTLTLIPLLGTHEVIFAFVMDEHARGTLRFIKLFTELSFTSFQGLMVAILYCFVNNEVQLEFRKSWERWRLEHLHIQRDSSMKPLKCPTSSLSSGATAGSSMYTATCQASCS
D3 ag: activates the human D3 dopamine receptor | D3R DiscoveRx beta-arrestin cells, luminescence, 90 min | P35462 | 410,000 tested, 0.58% active | max activation, %; in the data active = max activation above about 30%; note: 0% is about no effect; mostly tested at two doses, the higher about 12 µM
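Agonist mode: compounds and dopamine controls were applied to plated cells for 90 min at 37 degrees C after an overnight attachment at 1500 cells/well. Luminescent read-out followed 30 - 60 minutes at room temperature with DiscoveRx detection reagent.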
aSyn yeast inh: rescues yeast growth from alpha-synuclein toxicity; 370,000 tested, 0.14% active; Yeast expressing alpha-synuclein, growth rescue, BacTiter-Glo, 24 h; Potency, µM (titrated, usually from 46.1 µM), for the others: at the highest dose growth rescue (activation), most hits filed as activators; note: potency is the fitted concentration of half-maximal effect; % of control where 0% means no effect; nearly all actives have a fitted effect of over 65% in size
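Readout is rescue of growth in alpha-synuclein-expressing yeast, so inhibitors of toxicity appear as activators. Growth after 24 hr at 30 deg C in galactose medium is quantified by luminescence.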
PTHR1 ag: activates the human parathyroid hormone receptor PTHR1. Q03431. HEK293 GP2 PTHR1 cells, GloSensor cAMP luminescence, 1 h. Potency, µM (series often up to 115 µM), inactives show top-dose activation, most hits filed as activators. 410,000 tested, 0.075% active. AID 743266; note: potency is the fitted concentration of half-maximal effect; nearly all actives have a fitted effect of over 55% in size; some results filed as inactive show a strong effect at the top dose; inactives centre near -15; many of its hits are not listed in these tables
Target sequence (Q03431 whole entry, looked up): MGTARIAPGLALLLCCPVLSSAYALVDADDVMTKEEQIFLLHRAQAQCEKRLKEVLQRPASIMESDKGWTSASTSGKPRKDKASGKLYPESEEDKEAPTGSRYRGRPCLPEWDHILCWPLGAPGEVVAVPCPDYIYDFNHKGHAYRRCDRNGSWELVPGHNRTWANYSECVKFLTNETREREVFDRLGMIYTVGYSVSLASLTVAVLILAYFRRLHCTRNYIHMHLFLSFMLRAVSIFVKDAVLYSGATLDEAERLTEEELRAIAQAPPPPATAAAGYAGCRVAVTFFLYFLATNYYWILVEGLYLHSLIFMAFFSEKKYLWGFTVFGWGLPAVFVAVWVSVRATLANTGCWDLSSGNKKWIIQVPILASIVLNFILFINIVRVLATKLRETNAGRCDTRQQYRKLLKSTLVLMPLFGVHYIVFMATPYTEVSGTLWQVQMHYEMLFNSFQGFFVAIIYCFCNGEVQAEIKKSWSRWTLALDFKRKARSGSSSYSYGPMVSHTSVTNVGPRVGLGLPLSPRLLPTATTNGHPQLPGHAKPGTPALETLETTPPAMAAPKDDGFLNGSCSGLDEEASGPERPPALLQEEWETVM
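HEK-293-derived GP2 cells expressing PTHR1 and a GloSensor cAMP reporter, 3,000/well, plated overnight, given luciferin plus IBMX (each 0.5 mM as added) for 1 h at 37 °C, then compound for 1 h at 37 °C. Luminescence was read after 15 min at room temperature.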
HEK293 tox: cytotoxic in the GLP-1 receptor inverse agonist counter-screen. HEK293 cAMP-luciferase reporter cells, luminescence, 24 h. Potency, µM (titrated, usually from 38.3 µM), for inactives: top-dose activity change, negative = inhibition, most hits filed as inhibitors. 410,000 tested, 0.13% active;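 note: loss of luciferase light is scored as toxicity; potency is the fitted concentration of half-maximal effect; % is set by controls: 0 for no effect and ±100 for the full control effect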
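Step one: seed cells (200 cells/uL, DMEM with 10% Nu serum, 1% pen-strep). Step two: 12-hour incubation at 37 deg C. Step three: pin 23 nL compound, incubate 24 hr. Step four: add luciferase reagent, read luminescence 12 min later.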
GLP-1R inv ag: acts as inverse agonist at human GLP-1 receptor; P43220; HEK293 GLP-1R CRE-luciferase, luminescence, 24 h; GLP-1R form is constitutively active; Potency, µM (top dose mostly 38.3 µM), for inactives: top-dose activity change, negative = inhibition, most hits filed as inhibitors; 410,000 tested, 1.6% active; note: potency is the fitted concentration of half-maximal effect; % is set by controls: 0 for no effect and ±100 for the full control effect; nearly all actives have a fitted effect of over 55% in size
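Seeding at 200 cells/uL, 12 h culture, 24 hr compound treatment, then luciferase reagent and a luminescence read; cells are HEK293 stably expressing a constitutively active GLP-1R plus cAMP-responsive luciferase.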
* marks the source's active call; other numbers are inactive results; i = inactive; ? = inconclusive; / = not tested or not shown; [ ] = another dose, or the depositor's remark. Unless noted, calls come from the whole dose curve; as a rule, active = well fitted curve in the direction sought with a large enough effect; inconclusive = small, poorly fitted or top-dose-only effect, or another doubt; inactive = no such curve, though single readings can be large; an effect the other way counts as inactive or inconclusive.

Sample of the layout, seven compounds:
molecule | GLP1R ag | PTHR1 ag | HEK293 tox | TDP-43 yeast inh | aSyn yeast inh | DRD3 antagonist | GLP-1R inv ag | KB-V1 MDR tox | D3 ag
COC(=O)Cn1cc(/C=C/[N+](=O)[O-])c2ccccc21 | 0% | -24% | 0% | 0% | 28% | 5 | ? | -5% | 1
CN(C(=O)c1cccc(NC(=O)Cc2ccc(NC(=O)C3CCCN(C(=O)C4CCCC4)C3)cc2)c1)C1CCC1 (stereo unspecified) | 0% | -6% | 0% | -23% | -5% | 0 | -1% | -2% | -11
Cc1ccc(C)c(N2CCN(CCCNC(=O)c3cnn(-c4cccc(Cl)c4)c3C3CCN(C(=O)OC(C)(C)C)CC3)CC2)c1 | / | i | 4% | 13% | / | / | -3% | ? | -19
CCS(=O)(=O)NCCc1cc2ccc(C)cc2[nH]c1=O | ? | i | 13% | -16% | -5% | 0 | 21% | 21µM* | -9
CC1(C)CN(c2ccccc2)N(Cc2ccc(F)cc2)C1=O | -9% | -7%[57.5 µM] | 2% | -2% | 7% | 13 | ? | -27% | -17
COc1ccc(N(C(=O)COc2ccccc2)C2C=CS(=O)(=O)C2)c(OC)c1 (stereo unspecified) | -2% | -7%[57.5 µM] | -26% | -13% | 4% | 2 | 0% | -1% | 13
CC1(C)CC(NC(=O)CSc2ccccc2)CC(C)(C)N1 | 5% | i | 9% | -9% | -9% | -8 | 2% | 7% | 4

The whole of this part, repeating the preview:
molecule | GLP1R ag | PTHR1 ag | HEK293 tox | TDP-43 yeast inh | aSyn yeast inh | DRD3 antagonist | GLP-1R inv ag | KB-V1 MDR tox | D3 ag
COC(=O)Cn1cc(/C=C/[N+](=O)[O-])c2ccccc21 | 0% | -24% | 0% | 0% | 28% | 5 | ? | -5% | 1
CN(C(=O)c1cccc(NC(=O)Cc2ccc(NC(=O)C3CCCN(C(=O)C4CCCC4)C3)cc2)c1)C1CCC1 (stereo unspecified) | 0% | -6% | 0% | -23% | -5% | 0 | -1% | -2% | -11
Cc1ccc(C)c(N2CCN(CCCNC(=O)c3cnn(-c4cccc(Cl)c4)c3C3CCN(C(=O)OC(C)(C)C)CC3)CC2)c1 | / | i | 4% | 13% | / | / | -3% | ? | -19
CCS(=O)(=O)NCCc1cc2ccc(C)cc2[nH]c1=O | ? | i | 13% | -16% | -5% | 0 | 21% | 21µM* | -9
CC1(C)CN(c2ccccc2)N(Cc2ccc(F)cc2)C1=O | -9% | -7%[57.5 µM] | 2% | -2% | 7% | 13 | ? | -27% | -17
COc1ccc(N(C(=O)COc2ccccc2)C2C=CS(=O)(=O)C2)c(OC)c1 (stereo unspecified) | -2% | -7%[57.5 µM] | -26% | -13% | 4% | 2 | 0% | -1% | 13
CC1(C)CC(NC(=O)CSc2ccccc2)CC(C)(C)N1 | 5% | i | 9% | -9% | -9% | -8 | 2% | 7% | 4
CC(C)CCNC(=O)CCc1nnc2ccc(N3CCC(C)CC3)nn12 | 5% | i | -3% | 16% | 4% | 14 | 0% | 12% | 0
O=C(CSc1n[nH]c(-c2ccccc2Cl)n1)NCCCc1ccccc1 | / | i | -7% | 14% | / | / | -13% | 11% | -4
Cc1cccc(C(C)C)c1NC(=O)Cc1ccc(S(=O)(=O)N2CCOCC2)s1 | -3% | i | 3% | -1% | 2% | 14 | -16% | -2% | -1
Cc1nn2cnnc2c(C)c1Cc1ccc(Cl)cc1 | -2% | i | 1% | -1% | 15% | -8 | -9% | 0% | 4
COc1ccc2oc(C(=O)OCc3nnc(-c4ccccc4)o3)c(C)c2c1 | -1% | i | 0% | -7% | -2% | -10 | 11% | -8% | 11
COc1cc(NC(=O)c2cc3c(=O)oc4ccc(C)cc4c3s2)cc(OC)c1OC | -1% | -22% | 7% | 7% | / | / | 3% | -9% | -2
COCCc1nn2c(=O)cc(COC(=O)c3ccco3)nc2s1 | / | i | -1% | -3% | / | / | 14% | ? | -7
CCn1c(CC(=O)Nc2cccc(OC)c2)nnc1SCC(=O)Nc1nccs1 | -7% | -10% | 2% | -17% | -6% | 1 | 0% | -6% | -2
O=C(CCC(=O)c1cccs1)NNC(=O)c1ccccc1Cl | 3% | 0% | -8% | 15% | -1% | -4 | 2% | ? | 8
CC(/C=N\NC(=O)c1cccnc1)c1ccccc1 (stereo unspecified) | 6% | -23%[57.5 µM] | 2% | -8% | -2% | 8 | -12% | 7% | 2
O=C(/C=C/c1cccc(F)c1)N(c1ccccn1)C1CCCCC1 | -5% | -1% | 7% | 20% | 3% | 12 | 3% | -14% | 2
CC(=O)c1ccc(-c2ccc(C(=O)N(C)Cc3nc4ccccc4c(=O)[nH]3)o2)cc1 | -7% | -44% | 0% | -3% | 5% | 12 | 7% | 10% | 2
COc1ccc(C2C(C(=O)N3CCC(C(N)=O)CC3)CC(=O)N2c2ccc(OC)cc2)cc1 (stereo unspecified) | -2% | -11% | 2% | -9% | 0% | 16 | 15% | ? | -16
NS(=O)(=O)c1ccc(NNC(=O)c2ccccc2)cc1 | -1% | -10% | ? | 17% | 4% | 11 | ? | 0% | 2
O=C(Oc1ccc(-c2nnco2)cc1)c1ccc(Br)o1 | -4% | i | 15% | -5% | 10% | -10 | 6% | 13% | 1
COC(=O)c1c(NC(=O)C2CC(=O)NN2Cc2ccccc2)sc(C)c1C (stereo unspecified) | 16% | -1%[57.5 µM] | 12% | 2% | 13% | -1 | 4% | -22% | 0
Cc1cccc(NC(=O)c2c(NC(=O)c3ccccc3)sc3c2CCCC3)c1 | / | i | 2% | 3% | -5% | / | 6% | / | 3
CCOc1ccccc1NC(=O)C(NCCc1ccc(OC)cc1)c1ccccc1 (stereo unspecified) | -5% | -5% | 11% | 0% | -3% | 11 | ? | ? | 1
O=C(NC(NC(=S)Nc1ccccc1Cl)C(Cl)(Cl)Cl)c1cccc(Cl)c1 (stereo unspecified) | -40%[inhibitor] | -28% | -4% | 9% | -8% | ? | 2.8µM* | 21µM* | -4
O=c1c2cc3ccccc3n2cnn1Cc1ccccc1F | 0% | -16%[57.5 µM] | -17% | 18% | 9% | -11 | ? | -4% | 0
CCc1nnc(NC(=O)c2nc(SCc3ccccc3F)ncc2Cl)s1 | / | -8% | -3% | 18µM* | / | / | 2% | 9% | -1
CC1CCCCC1NC(=O)c1ccc2c(c1)[nH]c(=O)n2C1CCCC1 (stereo unspecified) | 1% | -24% | -1% | 11% | 5% | 14 | ? | 1% | 3
O=C(COc1ccc2c3c(c(=O)oc2c1)CCCC3)N[C@@H](Cc1ccccc1)C(=O)O | -2% | -5% | 2% | 10% | 0% | -2 | 10% | 27% | -5
Cc1ccc(S(=O)(=O)c2cn(Cc3ccccc3Cl)c3ccc(F)cc3c2=O)cc1 | / | -35%[inhibitor] | 4% | 0% | / | / | 9% | -17% | 1
O=C(Nc1ccc2c(c1)OCO2)C1CC1(Cl)Cl (stereo unspecified) | 1% | -46%[inhibitor] | -5% | ? | 1% | 9 | -8% | ? | 0
CCCCNc1nc2ccccc2c2nc(-c3ccccc3)nn12 | / | -6% | 0% | 18% | / | / | ? | 2% | -1
CC1CCCC(N2CCN(C(=O)c3cccc(F)c3)CC2)C1 (stereo unspecified) | 0% | i | 0% | -21% | 1% | -26 | -29% | -7% | -11
CC(C)C[C@@H](CO)N1CCN(Cc2ccc(O)cc2)CCC1=O | 5% | i | -5% | 19% | -2% | 49 | 15% | ? | -2
Cc1noc(C)c1C(=O)Nc1cc(Cl)ccc1N1CCOCC1 | 17% | -19% | 4% | 7% | -7% | -9 | -12% | -19% | 2
CCOc1ccc(S(=O)(=O)N2CCN(C(=O)Cc3n[nH]c(=O)c4ccccc34)CC2)cc1 | -2% | -13% | 6% | 0% | 10% | 13 | -3% | -4% | -1
Nc1ccc(Sc2cnn(-c3ccccc3)c(=O)c2Cl)cc1 | 9% | i | -14% | ? | 7% | -13 | -28% | -12% | -9
COc1cccc(N2CCN(C(=O)C3CCN(S(=O)(=O)c4c(C)noc4C)CC3)CC2)c1 | -1% | i | -4% | 21% | / | / | -8% | -7% | 2
CCCCCCC[C@@H](C/C=C/CCC(=O)N(C)C/C(=C/Cl)C/C(=C\C(=O)N1C[C@H](O)CC1=O)OC)OC | 4% | -48%[inhibitor] | -19% | -89%[inhibitor] | -47%[inhibitor] | 50 | 11µM* | -2% | -9
COc1ccc(/C=C/C(=O)Nc2ccc3nc4n(c(=O)c3c2)CCCC4)cc1 | 6% | -23% | 2% | 25% | 7% | -3 | -11% | 0% | 5
COc1cccc(C2(C)NC(=O)N(CC(=O)Nc3ccc(N4CCOCC4)cc3)C2=O)c1 (stereo unspecified) | 1% | i | -2% | 2% | -3% | 14 | 8% | 14% | 7
CN(C(=O)c1c[nH]c2ccc(S(=O)(=O)Nc3cccc(C(F)(F)F)c3)cc2c1=O)C1CCCCC1 | / | i | 3% | 3% | / | / | -24% | / | 11
CCCCn1c(N)c(N(CCOC)C(=O)c2ccc(-c3cccc(C(F)(F)F)c3)o2)c(=O)[nH]c1=O | 23% | 23% | 3% | 0% | ? | 4 | ? | -42% | -9

Compound activity: PubChem BioAssay, National Center for Advancing Translational Sciences (NCATS)

The list is partial; count on the stated rates, not on these rows.
